EP2 antag – blocks the human prostaglandin E2 receptor EP2. inhibition, % at 25 µM. C6 glioma cells expressing human EP2, cAMP TR-FRET; cells stimulated with saturating PGE2. 260,000 compounds, 0.52% hits. AID 1422;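 active means percent inhibition above 40 after rounding to a whole number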;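 further: rat C6 glioma host cells with rolipram phosphodiesterase inhibitor present; the protocol text gives 20 µM as final concentration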
Target sequence (P43116 whole entry, looked up): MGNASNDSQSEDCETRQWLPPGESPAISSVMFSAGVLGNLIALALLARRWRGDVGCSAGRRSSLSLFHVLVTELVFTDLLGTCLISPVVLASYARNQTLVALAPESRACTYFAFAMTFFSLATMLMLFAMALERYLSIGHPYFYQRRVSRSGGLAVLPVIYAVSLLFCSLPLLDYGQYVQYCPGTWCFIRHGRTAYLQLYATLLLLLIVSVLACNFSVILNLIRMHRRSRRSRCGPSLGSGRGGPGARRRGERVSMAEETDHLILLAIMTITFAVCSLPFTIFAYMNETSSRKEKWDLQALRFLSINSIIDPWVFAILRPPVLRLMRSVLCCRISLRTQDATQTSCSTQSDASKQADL
EP2 mod – modulates human prostaglandin E2 receptor EP2 signaling; P43116; EP2-expressing cells, cAMP HTRF FRET, PGE2 co-stimulation; induction, % at 25 µM; 260,000 compounds, 0.83% hits; AID 940;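 active means compounds whose cAMP rise, as percent of the full-agonist control response, exceeds 60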;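 further: rat C6 glioma line stably carrying human EP2 under a CMV promoter; the protocol text gives 20 µM as final concentration; 100% = response of wells given 1 µM PGE2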
An asterisk follows results filed as active.

SMILES | EP2 antag | EP2 mod
COCCn1cc(CNC2(c3ccc(OC)cc3)CC2)c2ccccc21 | 5.5 | -41.2
O=c1oc2ccccc2c2c1nnn2CCN1CCOCC1 | 17.6 | 32.7
COCCCNc1nc(C(C)C)nc2c1nnn2Cc1ccccc1 | 4.8 | 33.0
CN(C)c1cc(Oc2ccc(=O)[nH]n2)nc(N(C)C)n1 | 13.0 | -11.7
Cc1cc(NC(=O)CSc2nnc(-c3cccnc3)o2)no1 | 4.6 | -15.7
COCCNC(=O)Cn1cc(/C=C2\C(=O)NC(=O)N(c3ccc(C)cc3)C2=O)c2ccccc21 | 13.0 | -20.9
Cc1ccc(C2N=C3C=C(NC(=O)c4cccnc4)C=CC3O2)cc1C (stereo unspecified) | 9.1 | -46.3
COc1ccccc1NC(=O)N(CCc1ccccc1)Cc1cc2cc(C)c(C)cc2[nH]c1=O | 7.7 | 28.0
CCn1c(SCC(=O)O)nnc1-c1ccc(Cl)cc1Cl | 10.3 | 25.6
COc1ccc(N2CCN(C(c3cc(OC)ccc3OC)c3nnnn3C(C)(C)C)CC2)cc1 (stereo unspecified) | 7.8 | 22.6
COCCN1CCN(C(=O)c2ncoc2-c2cccc(OC)c2)CC1 | 4.4 | -17.5
Cc1cc2cc3c(cc2nc1SCC(=O)c1ccc(Cl)cc1)OCO3 | 13.5 | -0.1
CCCn1nnc(NC(=O)c2c(OC)cccc2OC)n1 | 2.1 | -29.4
COc1ccc2nc3c(cc2c1)CN(C1CCC1)C(=O)CO3 | 6.3 | -4.3
CC(OC(=O)c1cccs1)C(=O)NC(C)(C)C (stereo unspecified) | 15.0 | 10.9
Cc1ccc(C(=O)Nc2ccc3oc(=O)ccc3c2)cc1 | 11.2 | -2.4
O=C(NC1CCCCC1)[C@@H]1C=CCN1C(=O)c1ccc(F)cc1F | 6.4 | -29.4
O=C(CNC(=O)c1cccs1)OCc1c(F)cccc1Cl | 6.4 | -72.0
COCCNC(=S)N(Cc1cc2ccc(C)c(C)c2[nH]c1=O)C1CCCC1 | 4.1 | 39.4
O=C(NC1CCCCC1)[C@H]1C=CCN1C(=O)c1ccc(F)cc1F | 5.8 | -36.2
Cc1cc(C)c(S(=O)(=O)N2CCC(c3nc4ccccc4[nH]3)CC2)c(C)c1 | 6.6 | -101.5
CCOc1ccc2[nH]c(=O)c(CN(CC3CCCO3)C(c3nnnn3C3CCCC3)C(C)C)cc2c1 (stereo unspecified) | 9.3 | 23.8
CC(=O)NC1(c2ccc(F)cc2)CCN(Cc2[nH]c3ccc(C)cc3c2C)CC1 | 12.5 | -106.7
COc1ccc(C(C(=O)NC2CCCCC2)N(Cc2ccco2)C(=O)c2cccs2)cc1 (stereo unspecified) | 6.5 | 54.8
CC(=O)OCC(=O)[C@@]1(O)CCC2C3CCC4=CC(=O)CC[C@]4(C)[C@@]3(F)[C@@H](O)C[C@@]21C (stereo partly specified) | 13.2 | 4.5

(cont.)
SMILES | EP2 antag | EP2 mod
NCCC[C@@H](N)C(=O)O | 6.9 | -36.7
CCCN1C2CCCC1CC(NC(=O)Nc1cccc(OC)c1)C2 (stereo unspecified) | 7.5 | -43.1
Cc1ccc(-c2cc(C(F)F)n3ncc(C(=O)N4c5ccccc5CC4C)c3n2)cc1 (stereo unspecified) | 8.7 | -63.8
CCOCCCNC(=S)N(Cc1ccccc1)Cc1cc2cc(C)cc(C)c2[nH]c1=O | 16.3 | -3.1
COc1ccc(-c2nc3cnccn3c2NCc2ccc3c(c2)OCO3)cc1 | 6.9 | -66.9
CCn1c(SCC(=O)Nc2ccc(NC(=O)C(C)(C)C)cc2)nnc1-c1cccnc1 | 14.3 | -15.6
CCOC(=O)c1c(C)n(C)c2ccc(OCC(O)CN3CCCCC3)cc12 (stereo unspecified) | 10.6 | -30.1
O=c1[nH]c2cc3c(cc2cc1C(c1nnnn1C1CCCC1)N1CCCCCC1)OCCO3 (stereo unspecified) | 22.1 | 80.8*
Cc1nn(Cc2ccccc2)c(C)c1CN(CCN(C)C)Cc1ccncc1 | 4.4 | 6.0
COC(=O)CN1C(=O)COc2ccc(C)cc21 | 6.0 | -17.5
CCOC(=O)c1oc2ccc(OC)cc2c1CSc1ccccn1 | 18.5 | 62.3*
Cc1ccc(-c2nnn(CC(=O)N(C)C3CCCCC3)n2)cc1 | 7.9 | -30.4
O=S(=O)(NC1CC1)c1cccc(S(=O)(=O)N2CCC(c3nc4ccccc4s3)CC2)c1 | 5.5 | -94.5
O=C(NC1CC2CCCC(C1)N2C(=O)N1CCCCC1)c1ccccc1 (stereo unspecified) | 9.5 | -82.8
CC(C)(C)C1(O)CC(C(F)(F)F)=NN1C(=O)c1cccnc1 (stereo unspecified) | 8.6 | -14.9
Cc1ccc2c(c1)C(O)CC1(CCN(CC(O)c3ccc(F)c(F)c3)CC1)O2 (stereo unspecified) | 8.8 | -58.5
COc1ccc(-c2ccnc(SCC(=O)Nc3c(C)n[nH]c3C)n2)cc1 | 3.2 | 1.7
CCc1c(C)sc2nc(C(C)C)nc(SCC(=O)Nc3nc(C)cs3)c12 | 13.4 | 31.3
CCOc1ccccc1NC(=O)c1sc(NC(=O)c2ccccc2)c(C(=O)OC)c1C | 7.8 | -0.5
Cn1c(=O)c2[nH]c(N=NN3CCN(CCO)CC3)nc2n(C)c1=O | 15.8 | -33.4
Cc1ccc2[nH]c(=O)c(C(c3nnnn3C3CCCC3)N3CCN(c4ccccc4)CC3)cc2c1 (stereo unspecified) | 2.7 | 11.3
CC(=O)OCC(=O)[C@@]12OC(C)(C)O[C@@H]1CC1C3C[C@H](F)C4=CC(=O)C=C[C@]4(C)[C@@]3(F)[C@@H](O)C[C@@]12C (stereo partly specified) | 15.4 | 6.7
COc1cc(S(=O)(=O)N2CC(C)OC(C)C2)c(OC)cc1Cl (stereo unspecified) | 8.1 | 3.5
CC(=O)c1ccc(S(=O)(=O)N2CCC(C)CC2)cc1 | 10.9 | -23.6
COc1cc2c(cc1OC)C1C(=O)c3c(cc4c(c3O)C=CC(C)(C)O4)OC1CO2 (stereo unspecified) | 6.3 | 4.8

(more compounds)
SMILES | EP2 antag | EP2 mod
CCOC(=O)c1c(-c2ccc(C)c(C)c2)csc1NC(=O)COC | 9.0 | 92.9*
Cc1cc2oc(C(=O)NCc3noc(-c4ccccc4)n3)cc(=O)c2cc1C | 10.6 | -81.3
CCn1c(SCC(=O)N2CCCC(C)C2)nnc1-c1cccs1 (stereo unspecified) | 10.0 | 4.0
COc1ccc(-c2cc(C(=O)N3CCC4(CC3)NC(=O)c3ccccc3N4)[nH]n2)cc1 | 7.3 | -35.2
CC(C)(C)C(=O)N1CCc2cc(C(O)CN3CCCC3)ccc21 (stereo unspecified) | 4.9 | -17.6
O=C(CON1C(=O)c2ccccc2C1=O)c1ccccc1 | 8.3 | 10.8
COc1ccc(OC)c(C(c2nnnn2C(C)(C)C)N2CCN(c3ccccc3OC)CC2)c1 (stereo unspecified) | 3.6 | 44.0
O=S1(=O)N[C@H]2CC[C@H]3NS(=O)(=O)N[C@H]4CC[C@@H](N1)N4S(=O)(=O)N23 | 45.3* | 26.8
Cn1c(NN)nc2sc3c(c2c1=O)CCCC3 | 7.3 | -18.9
O=C(Cn1ncc2cccn2c1=O)c1ccc(F)cc1 | 2.0 | 1.3
O=C(C1CC(c2ccc(Cl)cc2)=NO1)N1CCCCC1 (stereo unspecified) | 12.9 | 6.5
Cc1cc(C)nc(SC2CCCCC2=O)n1 (stereo unspecified) | 5.9 | -19.2
CCC(C)(C)n1nnnc1C(c1cc2cc(C)c(C)cc2[nH]c1=O)N1CCC(C)CC1 (stereo unspecified) | 14.7 | -23.1
COCCSc1nnc(NC(=O)c2ccc(F)cc2)s1 | 9.0 | -9.7
COc1ccc(C(C(=O)NC2CCCC2)N(C(=O)Cc2cccs2)C2CC2)cc1OC (stereo unspecified) | 8.3 | 19.9
CC1Oc2ccc(S(=O)(=O)N3CCCC(CO)C3)cc2NC1=O (stereo unspecified) | 5.3 | -34.2
CCN1CCN(C(c2ccccc2)c2nnnn2C(C)(C)CC)CC1 (stereo unspecified) | 10.1 | -1.4
Cc1nc(SCC(=O)Nc2ccccc2C(F)(F)F)c2c(C)c(C)sc2n1 | 13.4 | -1.9
OC(CN1CCC(O)(c2ccc(F)cc2)CC1)c1ccccc1 (stereo unspecified) | 6.8 | -48.4
COCCNC(=O)CN1C(=O)c2ccccc2S1(=O)=O | 1.2 | -4.3
COc1ccc2cc(C)c3nnc(SCC(=O)Nc4ccccc4OC)n3c2c1 | 9.6 | -11.0
CCOC(=O)c1c(NC(C)=O)sc2c1CC(C)CC2 (stereo unspecified) | 8.3 | 79.8*
CCn1c(CNc2ccc(OC)cc2)nnc1SCc1c(Cl)cccc1Cl | 7.3 | -44.1
CN=C1Sc2nc3cc4c(cc3cc2CN1Cc1ccco1)OCO4 | 7.5 | -6.8
O=C(NC1CCCCC1)C(c1ccccc1)N(Cc1cccs1)C(=O)c1csnn1 (stereo unspecified) | 8.6 | 8.3

An excerpt of these results, as labelled records:
Cc1nc(SCC(=O)Nc2ccccc2C(F)(F)F)c2c(C)c(C)sc2n1
  EP2 antag: 13.4 | EP2 mod: -1.9
OC(CN1CCC(O)(c2ccc(F)cc2)CC1)c1ccccc1 (stereo unspecified)
  EP2 antag: 6.8 | EP2 mod: -48.4
COCCNC(=O)CN1C(=O)c2ccccc2S1(=O)=O
  EP2 antag: 1.2 | EP2 mod: -4.3
COc1ccc2cc(C)c3nnc(SCC(=O)Nc4ccccc4OC)n3c2c1
  EP2 antag: 9.6 | EP2 mod: -11.0

The list continues:
SMILES | EP2 antag | EP2 mod
Cc1cccc2cc(CN(Cc3ccc(F)cc3)Cc3nnnn3C(C)(C)C)c(=O)[nH]c12 | 10.0 | 15.5
OCc1cn(Cc2cccc3ccccc23)c2ccccc12 | 11.6 | 43.9
Cc1ccc2cc(-c3noc(C(C)C)n3)c(=O)[nH]c2c1 | 4.8 | -23.4
COc1cccc(-c2ccc(=O)n(CC(=O)Nc3ccccc3Br)n2)c1 | 7.2 | -59.0
COc1ccc(NC(=O)N(CCCN(C)C)Cc2cc3ccc(OC)cc3[nH]c2=O)cc1 | 3.7 | -8.3
O=C(Nc1ccc(N2CCN(C(=O)c3ccco3)CC2)cc1)c1cccc(Cl)c1Cl | 6.0 | 15.7
NC[C@@H]1O[C@H](O[C@@H]2[C@@H](CO)OC(O[C@@H]3[C@@H](O)[C@H](N)C[C@H](N)[C@H]3OC3O[C@H](CN)[C@@H](O)[C@H](O)[C@H]3N)[C@@H]2O)[C@H](N)[C@@H](O)[C@@H]1O (stereo partly specified) | 10.0 | 30.6
CCOc1ccccc1NC(=O)c1sc(NC(=O)c2ccccc2C)c(C(=O)OC)c1C | 13.5 | 18.1
Cc1cccc(NC2SC(=O)N(C)C2=O)c1 (stereo unspecified) | 11.2 | 5.7
Cc1cc(C)c2nc(NCCNC(=O)NC3CCCCC3)c(C#N)cc2c1 | 11.1 | -3.1
C=C(C)CN1CCN(Cc2cn[nH]c2-c2cccc(OC)c2)CC1 | 5.0 | 23.3
O=C(CSc1ncnc2scc(-c3ccccc3)c12)NCC1CCCO1 (stereo unspecified) | 8.9 | -48.8
COC(=O)C1=C(C(C)=O)C(c2ccc(OC)cc2)n2nnnc2N1 (stereo unspecified) | 3.4 | 22.4
Cc1ccc(NC(=O)CSc2nc3ccc(C)cc3cc2C#N)cc1 | 14.1 | 25.9
Cn1c(=O)[nH]c(=O)c2c1nc(N1CCN(CCO)CC1)n2Cc1ccccc1F | 8.6 | 2.8
OC[C@H](CCc1c[nH]c2ccccc12)c1c[nH]c2ccccc12 | 11.5 | 25.1
Cc1[nH]c2ccc(O)cc2c1C(=O)O | 8.4 | -36.4
CCOCCCNC(=S)N1CCC(C(=O)c2ccc(C)cc2)CC1 | 6.0 | -25.6
O=C(O)c1snc2c(=O)[nH]cnc12 | 9.5 | -5.3
CCOC(=O)c1ccc(NC(=O)N2CCC(O)(c3ncccc3C)CC2)cc1 | 12.4 | -36.9
COc1cc(C2C(C(C)=O)=C(O)C(=O)N2CC2CCCO2)ccc1O (stereo unspecified) | 23.4 | 1.6
Cc1cccc(C(=O)N(CCO)Cc2cc3cc4c(cc3[nH]c2=O)OCO4)c1 | 21.9 | -16.4
CC1=C(C(=O)OC(C)C)C(c2ccccc2)C2=C(CC(C)(C)CC2=O)N1 (stereo unspecified) | 11.2 | -2.7
O=C(CN1CCC(N2CCCCC2)CC1)c1ccccc1F | 9.0 | 3.1
CCC(NC(=O)CCN1Cc2ccccc2C1=O)c1ccc(F)cc1 (stereo unspecified) | 5.7 | 23.5

Random excerpt: 2 records from the list.
SMILES | EP2 antag | EP2 mod
COc1ccc(NC(=O)N(CCCN(C)C)Cc2cc3ccc(OC)cc3[nH]c2=O)cc1 | 3.7 | -8.3
Cc1ccc(NC(=O)CSc2nc3ccc(C)cc3cc2C#N)cc1 | 14.1 | 25.9

Other structures
SMILES | EP2 antag | EP2 mod
Cc1ccc(S(=O)(=O)N2CCCC(C(=O)NC3CC4CCC3C4)C2)cc1 (stereo unspecified) | 6.2 | -23.5
O=C1/C(=C/c2cccnc2)SC(=S)N1Cc1ccco1 | 13.8 | 4.9
CCN(CC)C(=O)C1CCN(S(=O)(=O)c2ccc(OC)c(Cl)c2)CC1 | 13.3 | -47.9
O=C(COC(=O)c1ccccn1)Nc1ccccc1F | 13.6 | -15.5
CCC(CN1CCOCC1)NC(=O)Cc1c(C)[nH]c2ccc(C)cc12 (stereo unspecified) | 3.5 | -6.1
CCOc1cc(C)nc(N2CCC(C(=O)NC3CCCCC3)CC2)n1 | 10.2 | 19.1
Cc1ccc(N2CCCC2=O)cc1S(=O)(=O)NC1CCCNC1=O (stereo unspecified) | 5.1 | -21.4
Cc1cc(C)c2[nH]c(=O)c(CN(Cc3ccco3)C(c3nnnn3C3CCCCC3)C(C)C)cc2c1 (stereo unspecified) | 8.8 | 25.3
COc1ccc2cc(CN(Cc3cccs3)C(=S)Nc3cccc(C)c3)c(=O)[nH]c2c1 | 5.8 | 29.5

Only part of the results is shown; count on the stated rates, not on these rows.
